dFosB_act = enhances mouse delta FosB homodimer DNA binding | P13346 | purified delta FosB, TAMRA-CDK5 oligo fluorescence polarization; percent of positive-control signal above neutral wells | activation, % at 25 µM | hit rate 0.99% among 340,000 | AID 493131;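 active means mean activation above about 17%, with every replicate also reaching it, limit read from the data, passing the limit was not always enough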;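 further: fluorescence polarization rise as delta FosB binds a TAMRA Cdk5 AP-1 oligo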
CAL_PDZ_FP-1 = blocks peptide binding to the human CAL PDZ domain; hit rate 0.92% among 300,000; AID 602252; purified CAL PDZ, TMR-peptide fluorescence polarization, 1 h; inhibition, % at 24.9 µM;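 active means mean inhibition of at least 30% with at least half of replicates also reaching 30%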;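 further: 0% = DMSO neutral control and 100% = excess unlabeled competitor peptide PRC23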
MITF_TRPM1_HTS = activators of MITF-driven TRPM1 promoter activity in SK-MEL-5 cells; SK-MEL-5 TRPM1-promoter luciferase, 24 h; % of positive control, neutral wells = 0; activation, % at 12.5 µM; hit rate 0.75% among 300,000; AID 588334;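 active means mean activation of at least 80% with every replicate also reaching 80%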;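 further: 0% = neutral control wells and 100% = parthenolide positive control wells; values of inactives mirror those of a sister screen read the other way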
V-ATPase_pH = regulators of yeast V-ATPase proton transport; S. cerevisiae, pHLuorin cytosolic pH fluorescence; response, % at 10 µM; hit rate 0.37% among 350,000; in the data active means response mostly above about 7.3%, no sharp cut-off; inactive means mostly below about 5.4%; further: actives read high; inactives centre near 0; some compounds called inactive have numbers as strong as hits
CDK5_p35_inh = CDK5/p35 (human) kinase inhibition; Q00535+Q15078; Recombinant CDK5/p35, ADP-Glo luminescence, 60 min; inhibition, % at 10 µM; hit rate 0.01% among 330,000; AID 488839;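 active means highest replicate inhibition of at least 50% and at least 75% of replicates reaching 50%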;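 further: plate controls were DMSO neutral control for no effect and GW8510 at 10 µM for full effect; many of its hits are not listed in these tables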
Target sequence (Q00535 whole entry, looked up): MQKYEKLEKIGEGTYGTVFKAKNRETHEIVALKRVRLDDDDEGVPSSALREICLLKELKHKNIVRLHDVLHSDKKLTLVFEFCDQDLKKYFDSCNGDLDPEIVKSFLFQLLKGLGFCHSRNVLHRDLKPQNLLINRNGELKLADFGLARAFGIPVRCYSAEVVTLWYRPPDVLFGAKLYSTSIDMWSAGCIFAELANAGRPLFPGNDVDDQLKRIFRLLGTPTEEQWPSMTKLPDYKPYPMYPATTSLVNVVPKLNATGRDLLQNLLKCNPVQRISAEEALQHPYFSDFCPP
Target sequence (Q15078 whole entry, looked up): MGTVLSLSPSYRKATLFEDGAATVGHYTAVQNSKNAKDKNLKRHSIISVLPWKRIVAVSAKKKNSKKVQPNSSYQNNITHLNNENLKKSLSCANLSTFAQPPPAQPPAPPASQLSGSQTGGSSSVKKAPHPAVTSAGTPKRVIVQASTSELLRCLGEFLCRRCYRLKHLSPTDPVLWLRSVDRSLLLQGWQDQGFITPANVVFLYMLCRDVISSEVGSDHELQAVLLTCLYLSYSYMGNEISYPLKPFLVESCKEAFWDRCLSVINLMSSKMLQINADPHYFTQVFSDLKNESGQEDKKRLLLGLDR
Rtt109_Vps75 = blocks Candida albicans Rtt109/Vps75 acetyltransferase activity; hit rate 0.16% among 330,000; inhibition, % at 34.9 µM; purified Rtt109/Vps75, ThioGlo CoA-SH fluorescence, 4 h; AID 540336;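 active means inhibition of at least 50% in every replicate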
CAL_PDZ_FP-2 = inhibitors of human CAL PDZ peptide binding; inhibition, % at 20 µM; purified CAL PDZ, TMR-peptide fluorescence polarization, 1 h; hit rate 0.02% among 330,000; Q9HD26; AID 504414;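 active means highest replicate inhibition of at least 40%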;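 further: plate controls were DMSO neutral control wells for no effect and unlabeled competitor peptide control wells for full effect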
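Control set: unlabelled peptide and DMSO controls / Material: purified CerCALP PDZ construct / Timing: 1 h incubation at room temperature before polarization reading / Doses: 20 µM, one dose / Detection: fluorescence polarization (mP)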
RTF_Ca_sens_act = cardiac RTF calcium sensitization. P19429+P45379. IANBD-labeled TnC RTF fluorescence at EC20 calcium; 0% EC20 calcium, 100% full calcium. activation, % at 7.2 µM. hit rate 0.24% among 340,000. AID 493008;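 active means activation above the mean over all tested compounds plus 3 SD, cut at about 30% in these data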;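 further: rise in fluorescence read as greater calcium sensitivity of cardiac thin filaments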
Tat_transport = blocks Tat-dependent protein export in E. coli. inhibition, % at 10 µM. E. coli MC4100 TorA-mCherry Tat export, fluorescence. AID 488895. hit rate 0.036% among 340,000;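 active means mean replicate inhibition at least 50% and at least half of replicates individually reaching 50%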;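 further: exported cargo escapes ClpAP degradation while cytoplasmic cargo is degraded and loses fluorescence; 0% = median of neutral control wells and 100% = median of NaSCN control wells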
Wnt_bcat_act = Wnt/beta-catenin pathway activation; Wnt/beta-catenin reporter cell assay, activator, plate reader; activation, % at 9.35 µM; hit rate 1.2% among 300,000; in the data active means activation above about 30%, passing the limit was not always enough;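 further: 0% = neutral control wells and 100% = positive control wells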
Numbers without * were called inactive.

SMILES dFosB_act CAL_PDZ_FP-1 MITF_TRPM1_HTS V-ATPase_pH CDK5_p35_inh Rtt109_Vps75 CAL_PDZ_FP-2 RTF_Ca_sens_act Tat_transport Wnt_bcat_act
CC[C@@H]1C(=O)OC[C@@H]1Cc1cncn1C 1 0 -8 -3 -0.9 -15 0.5 -3 6 0

Source: PubChem (several laboratories)

These rows are one share of the data; the hit share may differ from the screen's.
